MCF10A rereplic – A quantitative high throughput screen for small molecules that induce DNA re-replication in MCF 10a normal breast cells; actives 2.9% (n = 350,000); Potency, µM (titrated, usually from 46.1 µM), for inactives: at the highest dose activity, positive = re-replication, hits mostly activators; MCF 10A DNA re-replication, Hoechst nuclear intensity, 48 h; AID 624296, 2012; further: potency means the concentration at half of the fitted maximal effect; % of control where 0% means no effect; nearly all actives have a fitted effect of over 50% in size
HT1080NT lethal – qHTS for induction of synthetic lethality in tumor cells producing 2HG: qHTS for the HT-1080-NT fibrosarcoma cell line. Potency, µM (doses to about 46.1 µM), for the others: at the highest dose activity, negative = less viability, most hits filed as cytotoxic. actives 1.6% (n = 360,000). HT-1080-NT fibrosarcoma viability, CellTiter-Glo ATP luminescence, 48 h;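 further: NT is the 2HG producing partner of a matched IDH1 knockdown line; potency means the concentration at half of the fitted maximal effect; 0% = DMSO-treated cells and -100% = media-only wells without cells; nearly all actives have a fitted effect of over 55% in size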
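HT-1080-NT fibrosarcoma cells (2HG-overproducing), 750 cells/well in RPMI with 5% FBS, dosed after 2 h and incubated 48 h at 37C. CellTiter-Glo luminescence normalized to DMSO and no-cell wells; concentration-response curves fitted and classed.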
KB-3-1 tox – qHTS assay for MDR1-selective chemotherapeutics: Primary screen using the parental adenocarcinoma cell KB-3-1. KB-3-1 viability, CellTiter-Glo ATP luminescence, 72 h. Potency, µM (series often up to 46.1 µM), inactives show at the top dose activity change, negative = cytotoxic, actives largely listed as cytotoxic. actives 1.4% (n = 400,000). AID 1347075, 2019; further: potency means the concentration at half of the fitted maximal effect; on the % scale 0 is the no-effect control and ±100 the full control effect; nearly all actives have a fitted effect of over 60% in size
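Screening of KB-3-1 cells (DMEM, 10% FBS, phenol-red free) ran from lowest to highest compound concentration; after 72 h at 37 °C viability was read luminescently and curves fitted.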
KB-V1 cytotox – qHTS assay for MDR1-selective chemotherapeutics: Primary screen using the drug-selected MDR subline cells KB-V1. KB-V1 MDR cells viability, CellTiter-Glo, 72 h. Potency, µM (doses to about 46.1 µM), for the others: at the highest dose activity change, negative = cytotoxicity, most hits filed as cytotoxic. actives 3.4% (n = 400,000). AID 1347076, 2019; further: potency means the concentration at half of the fitted maximal effect; on the % scale 0 is the no-effect control and ±100 the full control effect; nearly all actives have a fitted effect of over 60% in size
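Following 72 h at 37 degrees C with compound, KB-V1 cell viability was read by CellTiter-Glo luminescence, medium being phenol-red-free DMEM plus 10% FBS; concentration-response parameters came from normalized, curve-fitted qHTS data.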
ATXN2 expr inh – Primary qHTS for Inhibitors of ATXN expression; HEK-293 ATXN2-luciferase reporter, luminescence, 24 h; Potency, µM (titrated, usually from 57 µM), for inactives: at the top dose activity change, negative = inhibition, most hits filed as inhibitors; actives 0.72% (n = 360,000); further: potency means the concentration at half of the fitted maximal effect; on the % scale 0 is the no-effect control and ±100 the full control effect; nearly all actives have a fitted effect of over 55% in size
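qHTS (up to 57 uM final) was run with 24 h compound exposure of reporter cells at 37 °C. Each well was multiplexed: SteadyGlo luminescence measured ATXN2-luciferase expression after a fluorogenic Gly-Phe-AFC viability readout (25 uM final).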
SW480 rereplic – A quantitative high throughput screen for small molecules that induce DNA re-replication in SW480 colon adenocarcinoma cells; Potency, µM (top dose mostly 46.1 µM), for the others: at the highest dose re-replication activation, hits mostly activators; actives 1.8% (n = 340,000); SW480 DNA re-replication, Hoechst DNA content imaging, 48 h; AID 624297, 2012; further: potency means the concentration at half of the fitted maximal effect; % of control where 0% means no effect; nearly all actives have a fitted effect of over 55% in size
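Readout is total intensity of Hoechst-stained nuclei, excited at 405 nm and collected at 500-530 nm. Compound treatment lasted 48 hr at 37 C in 5% CO2 before staining.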
HT1080 IDH1KD tx – qHTS for induction of synthetic lethality in tumor cells producing 2HG: qHTS for the HT-1080-IDH1KD cell line; HT-1080 IDH1 knockdown viability, ATP luminescence, 48 h; Potency, µM (highest dose often 46.1 µM), inactives show at the highest dose activity, negative = toxicity, usual class: cytotoxic; actives 2% (n = 360,000);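 further: potency means the concentration at half of the fitted maximal effect; 0% = DMSO wells and -100% = cell-free medium wells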
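After a 2 h attachment period, IDH1KD HT-1080 cells took pin-transferred compound for 48 h at 37 °C; ATP-based luminescence after 10 min room-temperature reagent incubation reported viability.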
IL1B secr inh – qHTS for Inhibitors of Inflammasome Signaling: IL-1-beta AlphaLISA Primary Screen. THP-1 LPS/ATP IL-1B secretion, AlphaLISA, 16 h; active compounds read low. activity change, % at 57.5 µM. actives 4.7% (n = 360,000); in the data active means activity change below about -50%; inconclusive means mostly about -30% to -49%; further: on the % scale 0 is the no-effect control and ±100 the full control effect
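Secreted IL-1B measured by AlphaLISA bead assay after 16 h compound exposure of THP-1 cells; compounds (final up to 57.5 uM) added 1 h before LPS (250 ng/mL) and ATP (1.25 mM) stimulation; lower signal means less secretion.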
WRN helicase inh – qHTS for Inhibitors of WRN Helicase; WRN helicase unwinding, fluorescent forked duplex, kinetic; actives 0.46% (n = 360,000); Bifunctional 3'-5' exonuclease/ATP-dependent helicase WRN (Homo sapiens), Q14191; AID 651768, 2012; Potency, µM (titrated, usually from 114 µM), without a hit: at the highest dose activity change, negative = inhibition, actives largely listed as inhibitors; further: potency means the concentration at half of the fitted maximal effect; on the % scale 0 is the no-effect control and ±100 the full control effect; nearly all actives have a fitted effect of over 55% in size
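Kinetic fluorescence helicase assay: unwinding of a quenched forked DNA duplex (100 nM final) with 2 mM ATP final raises red fluorescence (525/598 nm). Compounds sat 15 min at room temperature with 20 nM WRN beforehand.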
* = called active by the depositor; ? = inconclusive; . = no result given; & = joins results of further samples; [ ] = remark or other dose. Unless noted, the call rests on the fitted dose curve; in most records, active means well fitted curve in the direction sought with a large enough effect; inconclusive means small, poorly fitted or top-dose-only effect, or another doubt; inactive means no such curve, though single readings can be large; an effect the other way counts as inactive or inconclusive.

SMILES	MCF10A rereplic	HT1080NT lethal	KB-3-1 tox	KB-V1 cytotox	ATXN2 expr inh	SW480 rereplic	HT1080 IDH1KD tx	IL1B secr inh	WRN helicase inh
O=C(NCCOc1ccccc1F)Nc1ccc(Br)cc1	?	2%	2%	9%	.	1%	5%	-7	-4%
COc1ccccc1NC(=O)N(Cc1ccc2c(c1)OCO2)Cc1nc2ccccc2c(=O)[nH]1	-4%	7%	-22%	-7%	-6%	-5%[9.22 µM]	12%	14	5%
COc1cccc(CN(C)CCCn2cnc3c(OC)ncnc32)c1	.	1%	2%	?	2%	.	-2%	-8	1%
CCCN(Cc1nnc(-c2ccccc2Cl)o1)C(=O)c1ccc(C)c(S(=O)(=O)N2CCOCC2)c1	3%	1%	-6%	?	4%	8%	0%	-13	1%
Brc1cc(-c2ccccc2)nc(-c2ccccc2)n1	?	?	16%	0%	?	9%	?	-84*	1%
O=C(COC(=O)Cc1cccc(F)c1)NCCc1ccccc1	-2%	-6%	-1%	-5%	20%	2%	10%	12	4%
O=C(COC(=O)CCN1C(=O)C2CC=CCC2C1=O)Nc1ccc(Cl)cc1F (configuration not stated)	8%	11%[9.24 µM]	-2%	3%	-3%	-54%[inhibitor]	9%	5	4%
CC(=O)c1c(C)[nH]c(C(=O)N2CCN(C(=O)c3ccco3)CC2)c1C	1%	-2%	0%	21%	3%	-9%	0%	0	1%
CC(=O)n1cc([C@@H]2C=C(C(=O)N3CCOCC3)O[C@H](OCc3ccc(CO)cc3)C2)c2ccccc21	-15%	-1%	6%	-8%	2%	-3%	-2%	-17	-3%
Cc1ccc(S(=O)(=O)N2C[C@@]3(O)Cn4c(=O)ccc(=O)n4C[C@@]3(OC(=O)NCc3ccccc3F)C2)cc1	.	0%	17%	-13%	34%[activator]	.	20%	?	-7%
COc1ccc(CC(=O)Nc2cccc(-c3nnc(-c4cccc(C)c4)o3)c2)cc1OC	?	-1%	-1%	?	-37%	-3%[9.22 µM]	-22%	-6	10%
O=c1c2sccc2nc(SCc2ccc([N+](=O)[O-])cc2)n1Cc1ccccn1	?	-14%	?	?	8%	-3%	-11%	?	-30%
CCCC(C)NC(=O)c1cc(C(=O)OC)cc([N+](=O)[O-])c1 (configuration not stated)	6%	-3%	3%	?	5%	-8%	-8%	16	0%
CCCCCCNC(=O)c1cccc(-c2ccc(C)c3ccccc23)n1	?	-13%	-13%	-4%	-16%	3%	-25%	-24	-8%
COc1ccc(-c2cn(CCCOCc3ccccc3)nn2)cc1	1%	14%	14%	-8%	-8%	-10%	14%	32	1%
O=c1cc(O)nc(SCc2ccccc2)n1-c1ccc(F)cc1	?	7%	3%	-8%	2%	-12%	9%	-5	-7%
COc1ccc(-c2nc(CS(=O)CC(=O)NCCCN3CCOCC3)c(C)o2)cc1OC (configuration not stated)	1%	-4%	-25%	-12%	.	?	0%	0	-5%
Nc1nc2c(ncn2[C@@H]2O[C@H](CNS(=O)(=O)N3CCc4ccccc4C3)[C@@H](O)[C@H]2O)c(=O)[nH]1	.	?	0%	2%	-6%	.	26%	1	-15%
CC12CCC(C(=NO)C1=O)C2(C)C (configuration not stated)	-2%	8%	6%	0%	7%	-3%	23%	-3	6%
Cc1cc(NC(=O)c2ccc3c(c2)OCCO3)ccc1NC(=O)c1ccco1	1%	?	-4%	-2%	-9%	1%	?	?	-9%
Cc1nnc(NC(=O)c2sc3nc(-c4cccs4)cc(C(F)(F)F)c3c2N)s1	?	-23%	-12%	13µM*	-9%	4%	-5%	-22	-34%[57.1 µM]
CC(C)CN(CC(C)C)C(=O)COc1ccccc1C(N)=O	2%	3%	3%	6%	8%	-3%	-3%	0	0%
O=S(=O)(Nc1nc2cc3c(cc2nc1Cl)OCCO3)c1ccccc1	-8%	3%	0%	15%	.	-4%	14%	-6	2%
O=C(NC1CCCCCC1)C1CCCN(S(=O)(=O)c2cccs2)C1 (configuration not stated)	1%	-21%	-4%	-7%	5%	5%	?	16	7%
COC(=O)c1ccccc1NC(=O)Nc1ccc(Br)cn1	-30%[inhibitor]	-2%	0%	2%	-20%	-5%	-1%	-16	1%

The list continues:
SMILES	MCF10A rereplic	HT1080NT lethal	KB-3-1 tox	KB-V1 cytotox	ATXN2 expr inh	SW480 rereplic	HT1080 IDH1KD tx	IL1B secr inh	WRN helicase inh
CCCn1cnc2cc(NCc3ccccn3)ccc21	6%	-3%	-21%	5%	-10%	-5%	1%	3	1%
O=C(CC[C@H]1O[C@@H](n2cnc3c(NC(=O)c4ccccc4)ncnc32)[C@H](O)[C@@H]1O)NCCCN1CCOCC1	.	24%	0%	29%	-1%	.	14%	0	1%
O=C1c2ccccc2C(Nc2ccc3c(c2)OCCO3)N1Cc1ccccc1 (configuration not stated)	2%	-27%	-15%	-4%	-13%	1%	-17%	-3	0%
CC(=O)c1cccc(OCC(=O)OCC(=O)Nc2cc(S(=O)(=O)N3CCCCC3)ccc2C)c1	-32%[inhibitor]	-3%	.	.	-9%	3%	0%	-5	-14%
CCCCOc1ccc(N(CC(=O)NCCOC)C(=O)CCC(=O)Nc2ccccn2)cc1	-2%	0%	-17%	-30%	3%	-8%	-17%	0	5%
CN1CCC(N2CCN(C3CN(C4CCCCC4)S(=O)(=O)C3)CC2)CC1 (configuration not stated)	.	8%	0%	?	8%	.	15%	0	2%
C=CCCN(Cc1ccccc1)S(=O)(=O)c1cc(Br)ccc1Br	28%	-19%	-12%&-28%	?	-5%	19%	-23%	16	-5%
O=C(O)CCCC(=O)N1CCN(c2nc(-c3ccccc3)c3ccccc3n2)CC1	6%	-13%	13%	18%	0%	?	-2%	4	2%
COc1ccc(-c2ccc(SCC(=O)N3CC(=O)Nc4ccccc43)nn2)cc1	3%	12%	-16%	-11%	-13%	-23%	15%	-28	-2%[57.1 µM]
CCCCNc1nc(N)nc(-c2cc(Cl)ccc2O)n1	21µM*	-11%	?	12µM*	91%[activator]	?	0%	-84*	-3%
O=C1Nc2cc(C(=O)N3CCOCC3)ccc2SC1N1CCOCC1 (configuration not stated)	-1%	2%	9%	7%	2%	-19%	5%	10	11%
COc1ccc(-c2sc3cc4c(cc3c2C#CCO)OCO4)cc1	?	-19%	?	-21%	14%	?	-29%	22	-17%
Cc1cc(C)n(C(C)CC(=O)Nc2ccc3c(c2)OCO3)n1 (configuration not stated)	0%	-3%	1%	29%	.	-11%	-1%	2	-3%
COc1cc(C(=O)N2CCN(C3CCCCC3)CC2)cc(OC)c1OC	7%	4%	2%	0%	.	10%	3%	35	5%
COc1ccc(NC(=O)CN(C2CCCCC2)S(C)(=O)=O)cc1Cl	-1%	-1%	-5%	?	1%	-1%	2%	21	4%
O=c1c2[nH]c3cccc(Cl)c3c2ncn1Cc1ccncc1	-2%	?	?	1%	0%	-4%	?	59	-4%
CC(=O)NCc1ccc(S(=O)(=O)N/N=C/c2ccc(Br)cc2)cc1	16%	4%	-19%	-9%	-18%[11.3 µM]	-11%	10%	-15	-25%[57.1 µM]
O=C(CCCNS(=O)(=O)c1cccc2nsnc12)NCc1ccc(Cl)cc1	14%	-4%	-5%	-21%	4%	0%	-4%	-1	4%
CC(C)Cn1c(SC(C)C(=O)NC2CC2)nnc1-c1ccccc1F (configuration not stated)	29%	-5%	-19%	?	-4%	?	-1%	9	-2%
CCN1C(=O)[C@@H]2[C@@H](c3ccc(SC4CCCCC4)c(OC)c3)N3CCC[C@@]3(C(=O)OC)[C@@H]2C1=O	-2%	-1%	-6%	-12%	-6%	16%	-1%	-3	-7%
Cc1cc(C(=O)OCC(=O)Nc2ccccc2C)c(C)o1	-6%	10%	6%	?	9%	-8%	14%	10	9%
COc1ccc(S(=O)(=O)NNC(=O)c2sccc2-n2cccc2)cc1	2%	14%	5%	4%	-18%	0%	3%	-8	7%[57.1 µM]
CCCCn1c(N)c(N(CCOC)C(=O)C2CC(=O)N(Cc3ccc(C)cc3)C2)c(=O)[nH]c1=O (configuration not stated)	6%	5%	-11%	7%	5%	-3%	1%	4	-4%
O=C(COc1ccccc1[N+](=O)[O-])NC1CC1	-3%[9.22 µM]	8%	-11%	-24%	29%	-53%[inhibitor]	-1%	16	1%
O=C(c1ccco1)N1CCN(C2CN(CCc3ccccc3)S(=O)(=O)C2)CC1 (configuration not stated)	.	12%	0%	5%	1%	.	22%	19	0%
CC1(C(=O)Nc2ccccc2)Cc2c(-c3cccc(C(F)(F)F)c3)ccnc2O1 (configuration not stated)	.	-2%	0%	4%	-8%	.	-18%	?	-4%
CN(Cc1c(C(=O)N/N=C/c2c(F)cccc2Cl)nnn1-c1nonc1N)c1ccccc1	0%	-3%	-9%	-16%	-15%	-35%[inhibitor]	-12%	-12	0%

Just SW480 rereplic, WRN helicase inh and HT1080NT lethal, for some of the entries so far:
canonical_smiles	SW480 rereplic	WRN helicase inh	HT1080NT lethal
O=C(COc1ccccc1[N+](=O)[O-])NC1CC1	-53%[inhibitor]	1%	8%
O=C(c1ccco1)N1CCN(C2CN(CCc3ccccc3)S(=O)(=O)C2)CC1 (configuration not stated)	.	0%	12%
CC1(C(=O)Nc2ccccc2)Cc2c(-c3cccc(C(F)(F)F)c3)ccnc2O1 (configuration not stated)	.	-4%	-2%

Screening data (PubChem)
